Pin1 inh = inhibitors of human Pin1; Q13526; 0.009% of 390,000 active; Potency, µM (series often up to 115 µM), inactives show top-dose activity, negative = inhibition, most hits filed as inhibitors; Pin1 FP peptide displacement, HiFluor488, 10 min; active = well fitted inhibition curve with a large enough effect in the polarisation, with a control signal flat, not every such curve was filed as active; inconclusive = small, poorly fitted or top-dose-only effect, or effect the other way, or a change in a side signal; inactive = no such curve, though single readings can be large or run the other way; the % refers to the polarisation; also: potency is read from the fitted curve at half-maximal effect; % is scaled to controls: 0 for no effect and ±100 for the full control effect
Target sequence (Q13526 whole entry, looked up): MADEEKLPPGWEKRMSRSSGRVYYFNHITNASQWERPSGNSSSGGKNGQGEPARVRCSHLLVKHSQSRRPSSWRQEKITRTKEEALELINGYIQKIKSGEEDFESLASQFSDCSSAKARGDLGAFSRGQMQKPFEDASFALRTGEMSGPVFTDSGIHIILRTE
GLS inh = inhibitors of human glutaminase (GLS); O94925; Potency, µM (series often up to 45.5 µM), without a hit: at the top dose activity change, negative = inhibition, usual class: inhibitors; 0.21% of 410,000 active; GLS enzymatic activity, qHTS titration; also: potency is read from the fitted curve at half-maximal effect; % is scaled to controls: 0 for no effect and ±100 for the full control effect
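Enzyme dispensed in phosphate buffer (45 mM, pH 8.2, 0.02% Tween-20), compounds pinned in, then 1 mM L-glutamine solution and the glutamate oxidase–HRP–Amplex Red mix added; fluorescence read immediately and again after 30 min at room temperature.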
PGK inhibitor = inhibitors of T. brucei phosphoglycerate kinase; AID 602233; Potency, µM (highest dose often 57.5 µM), for the others: top-dose activity change, negative = inhibition, usual class: inhibitors; PGK/GAPDH coupled, Kinase-Glo luminescence, 60 min; 0.043% of 380,000 active; P07378; also: potency is read from the fitted curve at half-maximal effect; % is scaled to controls: 0 for no effect and ±100 for the full control effect; nearly all actives have a fitted effect of over 60% in size
Target sequence (P07378 whole entry, looked up): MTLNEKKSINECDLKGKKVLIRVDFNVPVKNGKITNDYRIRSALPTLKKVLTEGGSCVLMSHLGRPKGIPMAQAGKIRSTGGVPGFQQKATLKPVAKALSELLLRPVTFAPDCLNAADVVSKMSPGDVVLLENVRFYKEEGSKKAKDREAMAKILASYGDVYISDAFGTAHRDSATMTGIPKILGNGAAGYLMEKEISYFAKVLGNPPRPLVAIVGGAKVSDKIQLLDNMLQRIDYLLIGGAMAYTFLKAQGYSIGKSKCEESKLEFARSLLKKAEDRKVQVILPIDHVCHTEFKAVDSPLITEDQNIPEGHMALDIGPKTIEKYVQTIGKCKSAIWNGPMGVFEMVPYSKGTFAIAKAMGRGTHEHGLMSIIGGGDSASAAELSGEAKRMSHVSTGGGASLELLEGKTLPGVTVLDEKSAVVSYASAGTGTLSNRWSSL
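Luminescent ATP detection (Kinase-Glo Plus) follows a 60-minute room-temperature incubation, with wells lacking PGK as controls. Buffer: 100 mM TEA (pH 7.6), 5 mM MgCl2, 0.01% Tween-20. Coupling enzyme GAPDH (100 nM final) supplies unstable 1,3-BPG in-well.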
IDH1 R132H inh = blocks human mutant IDH1 R132H enzyme; 0.093% of 390,000 active; Potency, µM (highest dose often 76.6 µM), for the others: at the top dose activity change, negative = inhibition, hits mostly inhibitors; AID 602179; O75874; IDH1-R132H enzyme, NADPH consumption, diaphorase/resazurin fluorescence; also: potency is read from the fitted curve at half-maximal effect; % is scaled to controls: 0 for no effect and ±100 for the full control effect; nearly all actives have a fitted effect of over 65% in size
Target sequence (O75874 whole entry R132H, stated change not applied): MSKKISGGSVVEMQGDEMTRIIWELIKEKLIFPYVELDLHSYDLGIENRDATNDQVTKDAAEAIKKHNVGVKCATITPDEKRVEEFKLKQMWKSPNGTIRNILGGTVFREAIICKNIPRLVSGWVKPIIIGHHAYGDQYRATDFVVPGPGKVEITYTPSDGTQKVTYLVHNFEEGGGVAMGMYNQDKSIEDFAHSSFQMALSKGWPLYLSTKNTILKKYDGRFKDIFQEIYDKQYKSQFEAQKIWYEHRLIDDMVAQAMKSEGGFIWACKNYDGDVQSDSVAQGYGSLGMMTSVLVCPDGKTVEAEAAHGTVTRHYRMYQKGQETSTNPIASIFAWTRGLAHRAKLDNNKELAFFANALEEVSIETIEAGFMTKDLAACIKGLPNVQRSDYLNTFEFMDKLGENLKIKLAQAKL
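IDH1-R132H (0.5 ug/mL) preincubated 30 min with compound, then NADPH (0.016 mM) and alpha-KG (2 mM) added; 80 min at RT, pH 7.5. Remaining NADPH coupled via diaphorase/resazurin to fluorescence (540/590 nm); concentration-response curves normalized to no-enzyme control.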
USP1-UAF1 inh = inhibitors of human USP1/UAF1 deubiquitinase; O94782; recombinant USP1/UAF1, Ub-Rhodamine cleavage fluorescence; Potency, µM (titrated, usually from 57.1 µM), without a hit: at the highest dose activity change, negative = inhibition, hits mostly inhibitors; 0.23% of 390,000 active; AID 743255; also: potency is read from the fitted curve at half-maximal effect; % is scaled to controls: 0 for no effect and ±100 for the full control effect; nearly all actives have a fitted effect of over 60% in size; inactives centre near -12
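Step one: compound is pinned into 1nM USP1/UAF1 in HEPES pH 7.8 buffer with TCEP. Step two: 15 min room-temperature incubation. Step three: Ub-Rho (150nM final) starts cleavage, tracked by fluorescence over six one-minute reads.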
TrxR1 substrate = substrates of rat thioredoxin reductase 1 | O89049 | purified TrxR1 substrate turnover, NADPH consumption readout | Potency, µM (highest dose often 114 µM), for the others: at the top dose activity change, negative = substrate turnover | 0.01% of 390,000 active; also: potency is read from the fitted curve at half-maximal effect; % is scaled to controls: 0 for no effect and ±100 for the full control effect; nearly all actives have a fitted effect of over 50% in size
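Rat TrxR1, dispensed at 90 nM, was prereduced with 400 uM NADPH (final) for 5 min at ~22 deg C, then incubated with compound 15 min before 400 uM selenite. A first-read NADPH fluorescence drop versus no-compound background flagged substrates.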
HP1b chromo inh = inhibitors of HP1-beta chromodomain binding to methylated histone tails; 0.56% of 390,000 active; P83916; AlphaScreen HP1-beta / biotin-H3K9me3 peptide binding; Potency, µM (highest dose often 114 µM), inactives show at the top dose activity change, negative = inhibition, actives largely listed as inhibitors; also: potency is read from the fitted curve at half-maximal effect; nearly all actives have a fitted effect of over 70% in size; inactives centre near 23
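HP1-beta protein (50 nM final) preincubated 30 min at room temperature with biotinylated H3(1-18)K9me3 peptide (50 nM) in PBS pH 7.4, 0.01% Tween-20, then compound added for 30 min. AlphaScreen streptavidin donor/nickel chelate acceptor beads (10 ug/mL final), 30 min dark, luminescence read.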
PI4K2A block = PI4K2A (human) kinase inhibition; Q9BTU6; purified PI4K2A, ADP-Glo luminescence, 1 h; hits give low values; activity change, negative = inhibition, % at 76.9 µM; 0.13% of 420,000 active; AID 1346378; in the data active = activity change below about -50%; inconclusive = mostly about -30% to -49%;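 also: -100% = wells without enzyme as full effect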
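ADP-Glo luminescence measured ADP generated by PI4K2A enzyme (4 ug/mL before mixing) with 1.2 mM PI substrate (pre-mix) and 300 microM ATP (pre-mix). Tris pH7.5 buffer with MgCl2, Triton X-100; 1 h reaction at ambient temperature.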
rTrxR1 inhibitor = blocks rat thioredoxin reductase 1. O89049. recombinant rTrxR1, NADPH fluorescence consumption, selenite substrate. Potency, µM (series often up to 114 µM), inactives show at the top dose activity change, negative = inhibition, actives largely listed as inhibitors. 1% of 390,000 active. AID 588453; also: potency is read from the fitted curve at half-maximal effect; % is scaled to controls: 0 for no effect and ±100 for the full control effect; nearly all actives have a fitted effect of over 65% in size
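Rat TrxR1 (90 nM in the dispensed reagent) was pre-reduced with 400 uM NADPH for 5 min at room temperature, then incubated with compound for 15 min. After 400 uM selenite was added, NADPH fluorescence (Ex 340/Em 450 nm) was followed for 8 min.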
* hit, by the source's call; i = inactive; ? = inconclusive; . = not tested or not shown; & = joins results of further samples; [ ] = another dose, or the depositor's remark. Unless noted, calls follow the shape of the dose curve; as a rule, active = well fitted curve in the direction sought with a large enough effect; inconclusive = small, poorly fitted or top-dose-only effect, or another doubt; inactive = no such curve, though single readings can be large; an effect the other way counts as inactive or inconclusive. A portion of the library, so the mix of outcomes need not match the whole.

Each structure is followed by: GLS inh, USP1-UAF1 inh, Pin1 inh, PI4K2A block, IDH1 R132H inh, PGK inhibitor, rTrxR1 inhibitor, HP1b chromo inh, TrxR1 substrate
CCOC(=O)N1CCC(NC(=O)c2cc3cc4cc(OC)ccc4nc3o2)CC1
  -3%, -8%, 7%, -10, 12%, -8%, 55%[activator], 31%, 269%[activator]
Cc1ccc(/C=C/C(=O)N2CCC(c3nc4ccccc4o3)CC2)cc1
  -9%, -24%, ?, 1, 18%, 15%, 0%, 21%, -10%
CCOc1ccc(N2CC(C(=O)Nc3ccc(S(=O)(=O)NCC4CCCO4)cc3)CC2=O)cc1 (configuration not stated)
  -9%, -20%, -3%, 1, -1%, 1%, 34%[57.1 µM], 20%, 11%[57.1 µM]
CCCCC(C(=O)NC(C)(C)C)N(Cc1ccccc1Cl)C(=O)c1snc(C(N)=O)c1N (configuration not stated)
  3%, -25%, ?, 6, -8%, -5%, 10%[57.1 µM], 35%, -4%[57.1 µM]
O=C(Cc1n[nH]c(=O)c2ccccc12)OCC(=O)c1ccc(OC(F)F)cc1OC(F)F
  -12%, -10%, -5%, -4, 5%, -4%, 6%[57.1 µM], 12%, 8%[57.1 µM]
COC(=O)C1=C(C)OC(N)=C(C#N)C1c1ccsc1 (configuration not stated)
  24%, -2%, 2%, 8, 2%, -7%, -9%, 30%, -7%
CC(C)C(C)NC(=O)COc1ncnc2ccccc12 (configuration not stated)
  -2%, -2%, 7%, -2, 2%, 1%, 1%[57.1 µM], 19%, 6%[57.1 µM]
O=C(COC(=O)CSc1ccc(F)cc1)NNC(=O)c1ccc([N+](=O)[O-])cc1
  19%, -20%, -1%, 2, 5%, -2%, -2%, 42%[activator], 2%
COc1ccc2c(c1)CCN(C(=O)CCl)C2C1C(=O)CCCC1=O (configuration not stated)
  2%, -7%, -2%, -2, 5%, -2%, 2%[57.1 µM], 30%, -2%[57.1 µM]
Cc1noc(C)c1-c1nc(CS(=O)(=O)c2ccc(Cl)cc2)no1
  5%, -21%, -7%, 3, 15%, -3%, 28%[57.1 µM], 25%, 11%[57.1 µM]
CC(=O)Oc1ccc(C(=O)Nc2ccc(S(=O)(=O)NCC3CCCO3)cc2)cc1 (configuration not stated)
  4%, 1%, -1%, 2, -8%, 9%, 13%, 21%, 5%
CC(=O)c1c(C)nn(CCC(=O)O)c1C
  ?, -7%, -4%, -4, 0%, 1%, -15%, ?, -5%
Cc1ccc(NC(=O)C2CCCN(C(=O)c3ccc(Cl)cc3)C2)cc1 (configuration not stated)
  12%, -1%, -3%, -16, -4%, -7%, 20%[57.1 µM], -6%, 5%[57.1 µM]
Cc1ccc(C2=Nn3c(COc4ccc(Cl)cc4)nnc3SC2CC(=O)O)cc1 (configuration not stated)
  -10%, -19%, 1%, -1, -6%, -5%, 12%[57.1 µM], 4%, 5%[0.0914 µM]
COc1ccc(Nc2nnc(Cc3ccc(Cl)cc3)c(=O)[nH]2)c(OC)c1
  6%, -2%, 3%, -5, -3%, 12%, -8%[57.1 µM], 12%, 3%[57.1 µM]
CC(/C=C/c1ccccc1)=N/O
  31%[activator], -18%, -9%, -3, 0%, 13%, -7%, -9%, 1%
Cc1nn(Cc2ccc(Cl)cc2)c(C)c1NC(=O)c1noc2c1CCc1ccccc1-2
  -3%&3%, ?, 7%&-5%, -8&-11, 0%&11%, -3%&-5%, 8%&-7%, 6%&40%, -3%&8%
O=c1cc(-c2ccccc2)nc(N2CCN(Cc3ccccc3)CC2)[nH]1
  1%, -6%, -6%, -1, 1%, -6%, 12%[57.1 µM], -18%, 7%[57.1 µM]
Cc1cccc(C)c1OC1(c2ccccc2)OC(=O)c2ccccc21 (configuration not stated)
  -2%, -17%, 25%, 4, 4%, -5%, 12%, 98%, 6%
CC(CCC(=O)O)C1CC[C@H]2C3CCC4CC(=O)CCC4(C)[C@H]3CC(=O)C12C (some centres not stated)
  -2%, -9%, 10%, 4, 17%, 4%, 8%, 36%, 0%
COc1ccc(OC)c(-c2nnc3n2N=C(c2ccc(OC)c(OCC4CC4)c2)CS3)c1
  8%, ., ?, -2, ., -8%, 5%, 9%, 3%
Cc1c(C2(O)C(=O)Nc3ccc(F)cc32)c(=O)n(-c2ccccc2)n1C (configuration not stated)
  -8%, -17%, 1%, 0, 0%, -7%, 9%, 31%[activator], 8%
CN(C)S(=O)(=O)n1cnc(-c2ccccc2)c1-c1ccccc1
  -3%, -2%, -3%, 1, 8%, i, 1%, -1%, -6%
N#C/C(=C/c1ccc(Cl)cc1Cl)c1nc2ccccc2c(=O)[nH]1
  -4%, -10%, 37%[activator], -1, -8%, i, 2%, 32%, 6%
NC(=O)C1(N2CCCCC2)CCN(C(=O)Nc2ccccc2C(F)(F)F)CC1
  8%, 5%, 1%, 4, -3%, 5%, -7%, 32%, -7%
CCCCCCCc1ccc(-c2ccc(O)cc2)nc1
  17%, -23%, ?, -1, 16%, 3%, 21%[57.1 µM], ?, 5%[57.1 µM]
Cc1ccc(-c2nc(CCNC(=O)C(=O)Nc3ccc(C)c(Cl)c3)cs2)cc1
  3%, -5%, 0%, -4, -11%, 11%, 22%[57.1 µM], 26%[57 µM], 7%[57.1 µM]
COc1cc(C(=O)Nc2cc(C)ccn2)ccc1OCC(=O)N1CCOCC1
  13%, -9%, -3%, -3, 2%, 4%, 13%, 15%, 2%
CCOC(=O)C1=C(C)Nc2nnnn2C1c1ccccc1Cl (configuration not stated)
  22%, -4%, 3%, 6, 11%, -7%, 15%[57.1 µM], 5%, 9%[57.1 µM]
CCC(CC)NC(=O)C1CC(=O)N(CCc2ccc(F)cc2)C1 (configuration not stated)
  -3%, -4%, 3%, 1, 0%, i, 54%[activator], 37%, 6%

Record cards, from the list above.
Cc1ccc(-c2nc(CCNC(=O)C(=O)Nc3ccc(C)c(Cl)c3)cs2)cc1 is listed with GLS inh: 3%; USP1-UAF1 inh: -5%; Pin1 inh: 0%; PI4K2A block: -4; IDH1 R132H inh: -11%; PGK inhibitor: 11%; rTrxR1 inhibitor: 22%[57.1 µM]; HP1b chromo inh: 26%[57 µM]; TrxR1 substrate: 7%[57.1 µM]
CCC(CC)NC(=O)C1CC(=O)N(CCc2ccc(F)cc2)C1 (configuration not stated) is listed with GLS inh: -3%; USP1-UAF1 inh: -4%; Pin1 inh: 3%; PI4K2A block: 1; IDH1 R132H inh: 0%; PGK inhibitor: i; rTrxR1 inhibitor: 54%[activator]; HP1b chromo inh: 37%; TrxR1 substrate: 6%

Next section:
Each structure is followed by: GLS inh, USP1-UAF1 inh, Pin1 inh, PI4K2A block, IDH1 R132H inh, PGK inhibitor, rTrxR1 inhibitor, HP1b chromo inh, TrxR1 substrate
N=c1n(CC(=O)c2cccs2)c2ccccc2n1Cc1ccccc1
  7%, -11%, -4%, 2, -2%, 11%, 7%, 48%[activator], -1%
CC(C)CN1CCN(Cc2cccc3ncccc23)CC1CCO (configuration not stated)
  -15%, -19%, -3%, -3, 1%, 5%, 12%[57.1 µM], 26%, 8%[57.1 µM]
Cc1[nH]c2ccccc2c1C(=O)CN1CCCC(C)C1 (configuration not stated)
  -11%, -1%, -1%, 6, 2%, -4%, 11%[57.1 µM], 33%, 6%[57.1 µM]
Cc1ccc(NC(=O)C(Cc2ccccc2)n2cccc2)cc1 (configuration not stated)
  5%&5%, -12%&3%, -8%&3%, 6&2, 0%&-6%, 0%, 9%&-5%, 5%&10%, -5%&-8%
CCC1(c2cccc(Cl)c2)NC(=O)N(Cc2cc(C(=O)OC)c(C)o2)C1=O (configuration not stated)
  -1%, -17%, 28%, 6, 2%, -3%, -29%, 3%, -6%
O=C(c1cc(Cl)c(=O)n(Cc2ccc(Cl)cc2)c1)N1CCOCC1
  0%, 2%, -1%, -8, 3%, -8%, 1%[57.1 µM], 6%, 1%[57.1 µM]
COc1ccc(CC(=O)OCC(=O)NC(=O)NC(C)C)cc1
  0%, -23%, -2%, 3, 2%, i, 6%, 34%, 2%[0.457 µM]
Cc1ccc(-c2nnc(CSc3nnc(COc4cccc5ccccc45)n3-c3ccccc3)o2)cc1
  9%, -26%, 16%, -3, 3%, -8%, -3%, -18%, 0%
C/C(=N\Nc1ccc(Cl)c(C(=O)O)c1)c1cccc2ccccc12
  11µM*, -21%, ?, -3, 12%, -21%, -13%, 79µM*, 2%
COc1ccc(-c2cc(C(=O)NC3=NCCS3)c3ccccc3n2)cc1OC
  -6%, -20%, 5%, -3, 2%, i, 45%[activator][57.1 µM], 58%[activator], 6%[57.1 µM]
COc1ccc(C(=O)/C=C/c2ccc(OC)c(O)c2)c(F)c1
  18%, -14%, -6%, 0, 3%, -6%, -36%, -7%, -20%
C[C@H](CO)N1C[C@H](C)[C@@H](CN(C)CC2CC2)Oc2c(NC(=O)Cc3ccccc3)cccc2C1=O
  18%, -10%, 2%, 1, -8%, 4%, 9%[57.1 µM], 29%, 7%[57.1 µM]
